Screening results (PubChem BioAssay)
PRC2 inh = EZH2 (human) methyltransferase inhibition; PRC2 H3K27 methylation, DELFIA TRF, 1 h; AID 651548; actives 0.35% (n = 57,000); inhibition, % at 12.5 µM;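 active = mean inhibition of replicates at least 50% and every single replicate also reaching 50%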;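 note: dimethyl H3K27 on biotinylated H3 21-44 peptide detected by antibody; plate controls were median neutral control wells for no effect and median positive control wells for full effect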
Target sequence (Q15910 whole entry, looked up): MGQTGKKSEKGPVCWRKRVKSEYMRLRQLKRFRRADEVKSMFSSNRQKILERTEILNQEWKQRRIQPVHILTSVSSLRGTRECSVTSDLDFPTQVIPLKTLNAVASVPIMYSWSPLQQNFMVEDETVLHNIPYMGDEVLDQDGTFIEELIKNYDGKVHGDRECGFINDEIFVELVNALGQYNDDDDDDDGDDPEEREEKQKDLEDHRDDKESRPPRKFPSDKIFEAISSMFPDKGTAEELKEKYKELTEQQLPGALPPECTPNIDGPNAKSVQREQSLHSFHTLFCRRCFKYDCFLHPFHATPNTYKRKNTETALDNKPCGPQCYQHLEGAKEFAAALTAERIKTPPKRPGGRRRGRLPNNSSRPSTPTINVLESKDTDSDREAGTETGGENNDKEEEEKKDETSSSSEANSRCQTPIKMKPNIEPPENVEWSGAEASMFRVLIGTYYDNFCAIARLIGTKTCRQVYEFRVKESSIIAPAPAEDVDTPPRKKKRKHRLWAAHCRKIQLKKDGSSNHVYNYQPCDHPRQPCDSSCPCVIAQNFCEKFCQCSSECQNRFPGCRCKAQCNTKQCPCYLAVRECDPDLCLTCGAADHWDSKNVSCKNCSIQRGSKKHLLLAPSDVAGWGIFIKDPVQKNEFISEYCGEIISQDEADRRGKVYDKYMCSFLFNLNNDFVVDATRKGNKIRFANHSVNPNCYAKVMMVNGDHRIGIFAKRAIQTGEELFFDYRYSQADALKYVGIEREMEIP
IDH1 mut inh = blocks human IDH1 R132H reductase activity. diaphorase/resazurin fluorescence, 60 min. AID 624101. actives 0.18% (n = 70,000). O75874. inhibition, % at 10 µM; in the data active = inhibition above about 34%;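 note: 0% = DMSO and 100% = no enzyme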
Active calls of the source: *; x = not tested or not shown. An excerpt; rates above refer to the full screens.

canonical_smiles	PRC2 inh	IDH1 mut inh
CC(C)C#Cc1ccc2c(c1)O[C@H](CN(C)S(C)(=O)=O)[C@@H](C)CN([C@H](C)CO)S2(=O)=O	7	-4.1
CCCNC(=O)C[C@H]1C[C@H]2c3cc(NC(=O)Nc4ccc(F)cc4)ccc3O[C@H]2[C@H](CO)O1	-2	-0.2
CC(C)NC(=O)Nc1ccc2c(c1)C(=O)N([C@@H](C)CO)C[C@@H](C)[C@H](CN(C)Cc1ccc(C(=O)O)cc1)OCCCC[C@H](C)O2	x	0.3
COc1ccc(Cl)cc1NC(=O)CSc1nnc(-c2ccccc2)n1-c1ccc(C)cc1	14	0.2
Cc1ccc(-c2ccc3c(c2)O[C@@H](CN(C)Cc2cccc(C(=O)O)c2)[C@@H](C)CN([C@@H](C)CO)S3(=O)=O)cc1	11	1.8
C[C@H](CO)N1C[C@H](C)[C@H](CN(C)C(=O)Nc2ccccc2)OCCCC[C@H](C)Oc2ccc(NC(=O)Nc3ccc4c(c3)OCO4)cc2C1=O	x	2.6
C[C@@H]1CN([C@H](C)CO)C(=O)Cc2cc(NC(=O)CCCN(C)C)ccc2O[C@@H]1CN(C)Cc1ccc(Oc2ccccc2)cc1	-7	x
N#Cc1c(N)nc(SCC(=O)c2ccc(Cl)cc2)c(C#N)c1-c1ccco1	13	-0.5
C[C@H]1CN([C@@H](C)CO)C(=O)c2cccc(NC(=O)C3CC3)c2O[C@@H]1CN(C)S(=O)(=O)c1ccc(F)cc1	-3	x
COc1ccc(S(=O)(=O)N(C)C[C@@H]2Oc3ccc(NC(=O)CCCCCC(=O)Nc4ccccc4N)cc3C(=O)N([C@@H](C)CO)C[C@@H]2C)cc1	-14	0.6
Cc1cccc(S(=O)(=O)NC(C(=O)O)C(C)C)c1 (stereo not given)	-5	0.9
COC(=O)c1ccc(NC(=O)CSc2nnc(-c3cccs3)n2-c2ccc(OC)cc2)cc1	1	0.5
C[C@H]1CN([C@@H](C)CO)C(=O)c2cccc(NC(=O)c3ccncc3)c2O[C@H]1CN(C)Cc1ccncc1	3	x
Cc1ccc(S(=O)(=O)N(C)C[C@H]2Oc3ccc(NC(=O)Cc4cn(C)c5ccccc45)cc3CC(=O)N([C@H](C)CO)C[C@H]2C)cc1	x	-1.5
CC(C)NC(=O)Nc1ccc2c(c1)C(=O)N([C@@H](C)CO)C[C@@H](C)[C@H](CN(C)S(=O)(=O)c1ccc(F)cc1)OCCCC[C@@H](C)O2	x	1.2
O=C(C[C@@H]1C[C@H]2c3cc(NS(=O)(=O)c4ccccc4)ccc3O[C@H]2[C@@H](CO)O1)N1CCCCC1	22	0.3
COc1cccc(S(=O)(=O)NCc2ccc(C(=O)Nc3ccc(Br)cc3F)cc2)c1	19	0.6
C[C@H]1CCCCO[C@H](CN(C)S(=O)(=O)c2ccc(Cl)cc2)[C@@H](C)CN([C@@H](C)CO)C(=O)c2cc(NC(=O)CCCN(C)C)ccc2O1	x	3.1
C[C@@H]1CN([C@H](C)CO)C(=O)c2cc(Br)cnc2O[C@H]1CN(C)C(=O)CC1CC1	29	-0.4
O=C(NCCCCN1CCN(c2cccc(Cl)c2Cl)CC1)c1ccc2c(c1)Cc1ccccc1-2	-1	0.5
Cc1noc(C)c1NC(=O)Nc1cccc2c1O[C@@H](CN(C)C(=O)Nc1cccc3ccccc13)[C@H](C)CN([C@H](C)CO)C2=O	x	1.1
Cc1noc(C)c1NC(=O)N(C)C[C@@H]1Oc2ccc(NC(=O)C3CC3)cc2C(=O)N([C@H](C)CO)C[C@H]1C	-4	x
O=C(Nc1ccc2c(c1)[C@@H]1C[C@@H](CC(=O)N3CCCCC3)O[C@@H](CO)[C@@H]1O2)c1cccnc1	20	0.1
COc1ccc(NC(=O)Nc2ccc3c(c2)[C@@H]2C[C@@H](CC(=O)NCc4ccccn4)O[C@H](CO)[C@@H]2O3)cc1	2	-0.2
C[C@@H]1CCCCO[C@@H](CN(C)S(=O)(=O)c2ccc(F)cc2)[C@H](C)CN([C@H](C)CO)C(=O)c2cc(NC(=O)Nc3ccc(C(F)(F)F)cc3)ccc2O1	x	-1.8
O=C(C[C@@H]1C=C[C@@H](NC(=O)CN2CCOCC2)[C@@H](CO)O1)NC1CCCCC1	-5	0.3
CC(=O)N(C)C[C@@H]1Oc2cc(C#Cc3ccccc3)ccc2S(=O)(=O)N([C@@H](C)CO)C[C@@H]1C	-11	-3.6
C[C@@H]1CCCCO[C@@H](CN(C)S(=O)(=O)c2ccccc2)[C@@H](C)CN([C@@H](C)CO)C(=O)c2cc(NS(=O)(=O)c3cn(C)cn3)ccc2O1	x	1.5
CCOC(=O)c1sc(NC(=O)c2cc(C)on2)c(C(=O)OCC)c1C	-14	-0.1
COC(=O)CCCCCCC(=O)N/N=C/c1ccc2c(c1)Cc1ccccc1-2	31	0.5
C[C@@H]1CCCCO[C@H](CN(C)C(=O)CCCN(C)C)[C@H](C)CN([C@H](C)CO)C(=O)c2cc(NS(C)(=O)=O)ccc2O1	-4	2.1
CCCC#Cc1cnc2c(c1)C(=O)N([C@H](C)CO)C[C@H](C)[C@H](CN(C)C(=O)Cc1ccncc1)O2	-6	-5.1
C[C@@H]1CN([C@@H](C)CO)C(=O)c2cccc(NC(=O)Nc3ccccc3)c2O[C@@H]1CN(C)C(=O)Nc1cccc2ccccc12	4	x
CCCC(=O)Nc1ccc2c(c1)OC[C@H](C)N(C(=O)CC)C[C@H](C)[C@H](OC)CN(C)C2=O	-1	0.4
O=C(Cc1ccncc1)Nc1ccc2c(c1)[C@@H]1C[C@H](CC(=O)NC3CCCCC3)O[C@@H](CO)[C@@H]1O2	3	-0.7
COCCNC(=O)C[C@@H]1CC[C@@H](NC(=O)NC2CCCCC2)[C@H](CO)O1	-3	0.5
CS(=O)(=O)N(CC(=O)Nc1ccccc1C(=O)N1CCOCC1)c1cc(C(F)(F)F)ccc1Cl	17	1.5
O=C(CSc1nnc(-c2ccccc2)n1-c1ccccc1)Nc1ccc(Br)c(Cl)c1	7	0.0
C[C@H](CO)N1C[C@H](C)[C@H](CN(C)S(=O)(=O)c2cn(C)cn2)Oc2c(NC(=O)C3CCCCC3)cccc2C1=O	x	1.4
COc1ccc(NC(=O)Nc2ccc3c(c2)C(=O)N([C@H](C)CO)C[C@H](C)[C@@H](CN(C)CC2CCCCC2)O3)cc1	-8	4.0
C[C@@H]1CN([C@@H](C)CO)C(=O)c2cc(NS(=O)(=O)c3ccc(Cl)cc3)ccc2O[C@@H]1CN(C)S(=O)(=O)c1cn(C)cn1	x	-0.2
O=C(Nc1ccc2c(c1)[C@@H]1C[C@@H](CC(=O)N3CCc4ccccc4C3)O[C@@H](CO)[C@@H]1O2)Nc1ccccc1F	-5	24
C[C@@H]1CN([C@@H](C)CO)C(=O)c2cc(NC(=O)Nc3ccccc3)ccc2O[C@H]1CN(C)C(=O)Nc1ccccc1	2	-0.8
C[C@H](CO)N1C[C@H](C)[C@H](CN(C)S(=O)(=O)c2ccccc2)Oc2ccc(NC(=O)Nc3ccccc3)cc2CC1=O	-3	x
C[C@@H]1CN([C@@H](C)CO)C(=O)c2cccc(NC(=O)Nc3ccc(C(F)(F)F)cc3)c2O[C@@H]1CN(C)S(=O)(=O)c1cn(C)cn1	x	0.8
COc1ccccc1S(=O)(=O)N(C)C[C@H]1OCc2cnnn2CCCC(=O)N([C@H](C)CO)C[C@@H]1C	7	2.2
Cc1ccc(S(=O)(=O)N(C)C[C@H]2OCCCC[C@H](C)Oc3ccc(NC(=O)NC4CCCCC4)cc3C(=O)N([C@@H](C)CO)C[C@@H]2C)cc1	x	-0.7
COc1ccc2ccccc2c1CNCc1ccccn1	x	-0.4
COc1cccc(-c2cn(CC[C@@H]3CC[C@H](NC(=O)CN(C)C)[C@H](CO)O3)nn2)c1	-2	0.0
C[C@H]1CN([C@@H](C)CO)C(=O)c2cc(C#CCc3ccccc3)cnc2O[C@@H]1CN(C)Cc1ccccn1	10	-0.7
C[C@@H]1CN([C@@H](C)CO)C(=O)c2cc(NS(=O)(=O)c3cn(C)cn3)ccc2O[C@H]1CN(C)Cc1ccc(Cl)c(Cl)c1	-1	0.6
Cc1nnc(SCC2=NN(c3nc4ccccc4s3)C(=O)C2)s1	9	0.1
C[C@H](CO)N1C[C@H](C)[C@@H](CN(C)C(=O)Nc2cccc3ccccc23)Oc2c(NC(=O)C3CCCCC3)cccc2C1=O	-1	x
C[C@H]1CCCCO[C@@H](CN(C)CC2CC2)[C@@H](C)CN([C@@H](C)CO)C(=O)c2cc(NS(=O)(=O)c3ccccc3)ccc2O1	x	3.0
COCC(=O)Nc1ccc2c(c1)OC[C@@H](C)N(Cc1ccncc1)C[C@H](C)[C@@H](OC)CN(C)C2=O	-1	0.4
Cc1ccccc1S(=O)(=O)NCC[C@@H]1CC[C@@H](NC(=O)C2CCC2)[C@H](CO)O1	2	-0.3
C[C@@H]1CN([C@H](C)CO)C(=O)c2cc(NS(=O)(=O)c3ccc(Cl)cc3)ccc2O[C@@H](C)CCCCO[C@@H]1CN(C)C(=O)C1CCCCC1	x	1.1
CCc1ccc(-n2c(SCC(=O)c3ccc(Cl)cc3)nnc2-c2ccncc2)cc1	26	-0.3
C[C@@H]1CCCCO[C@@H](CN(C)S(=O)(=O)c2ccc(Cl)cc2)[C@@H](C)CN([C@H](C)CO)C(=O)c2cc(N(C)C)ccc2O1	4	x
O=C(O)C[C@H]1C[C@@H]2c3cc(NC(=O)CC4CC4)ccc3O[C@@H]2[C@@H](CO)O1	-14	0.4

Going on with the list:
canonical_smiles	PRC2 inh	IDH1 mut inh
COc1ccc2oc(=O)c(C(=O)NCc3ccco3)cc2c1	-12	-0.3
O=C(C[C@H]1CC[C@H](NC(=O)Nc2cc(F)ccc2F)[C@@H](CO)O1)Nc1ccccc1	7	-0.1
Cc1ccc([N+](=O)[O-])cc1N(CC(=O)Nc1cccc(C)c1C)S(C)(=O)=O	-5	-0.4
C[C@@H]1CN([C@@H](C)CO)C(=O)c2cc(NS(=O)(=O)c3ccccc3)ccc2O[C@@H]1CN(C)Cc1ccc(C(F)(F)F)cc1	-19	0.1
C[C@@H]1CN([C@@H](C)CO)C(=O)c2cccc(NS(=O)(=O)c3ccc(F)cc3)c2O[C@@H]1CN(C)C(=O)Nc1cccc2ccccc12	x	2.3
CC(=O)Nc1ccc(NC(=O)CSc2nccc(=O)[nH]2)cc1	3	0.1
C[C@@H]1CN([C@H](C)CO)C(=O)c2cc(NS(=O)(=O)c3ccccc3)ccc2O[C@@H]1CN(C)C(=O)Nc1ccc2c(c1)OCO2	x	-0.3
COCCCNC(=O)c1ccc(-c2nc3ccccc3nc2-c2ccccc2)cc1	1	1.4
C[C@@H]1CN([C@@H](C)CO)C(=O)CCCn2cc(nn2)CO[C@@H]1CN(C)C(=O)Nc1ccc2c(c1)OCCO2	2	0.2
C[C@H](CO)N1C[C@H](C)[C@@H](CN(C)S(=O)(=O)c2cn(C)cn2)Oc2cc(C3=CCCC3)ccc2S1(=O)=O	-4	-8.5
C[C@@H]1CCCCO[C@H](CN(C)C)[C@@H](C)CN([C@@H](C)CO)C(=O)c2cc(NC(=O)Cc3ccccc3)ccc2O1	9	3.1
CCCN(C)C[C@H]1Oc2cc(C#Cc3ccccc3)ccc2S(=O)(=O)N([C@H](C)CO)C[C@H]1C	-1	-1.0
COCCNC(=O)C[C@H]1CC[C@@H](NC(=O)NC2CCCC2)[C@H](CO)O1	-4	-0.1
CC(=O)Oc1ccc(C(=O)NCc2nc(-c3ccccc3)no2)cc1	5	-0.5
COCCNC(=O)C[C@H]1C[C@H]2c3cc(NC(=O)CC4CC4)ccc3O[C@H]2[C@@H](CO)O1	23	-0.6
C[C@H]1CN([C@@H](C)CO)S(=O)(=O)c2ccc(C#CC3CC3)cc2O[C@@H]1CN(C)Cc1cccnc1	10	x
O=C(NCC[C@@H]1CC[C@H](NS(=O)(=O)c2ccccc2F)[C@H](CO)O1)c1ccc(F)cc1	17	0.1
COc1cccc(NC(=O)N[C@H]2CC[C@@H](CC(=O)N3CCOCC3)O[C@@H]2CO)c1	6	0.0
C[C@H]1CN([C@@H](C)CO)C(=O)Cc2cc(NS(C)(=O)=O)ccc2O[C@H]1CN(C)C(=O)Nc1cccc2ccccc12	8	0.0
COc1ccc(NC(=O)Nc2ccc3c(c2)C(=O)N([C@@H](C)CO)C[C@@H](C)[C@H](CN(C)S(=O)(=O)c2ccc(Cl)cc2)O3)cc1	x	2.9
Cc1ccnc(SCC(=O)Nc2sc3c(c2C(=O)Nc2ccccc2)CCCC3)n1	10	1.2

Sorted by count of non-hydrogen atoms (low to high): part of the list above.
canonical_smiles	PRC2 inh	IDH1 mut inh
CC(=O)Nc1ccc(NC(=O)CSc2nccc(=O)[nH]2)cc1	3	0.1
Cc1ccnc(SCC(=O)Nc2sc3c(c2C(=O)Nc2ccccc2)CCCC3)n1	10	1.2
C[C@H](CO)N1C[C@H](C)[C@@H](CN(C)S(=O)(=O)c2cn(C)cn2)Oc2cc(C3=CCCC3)ccc2S1(=O)=O	-4	-8.5
C[C@@H]1CN([C@@H](C)CO)C(=O)c2cc(NS(=O)(=O)c3ccccc3)ccc2O[C@@H]1CN(C)Cc1ccc(C(F)(F)F)cc1	-19	0.1

In another format: 2 of the compounds above.
molecule: CC(=O)Oc1ccc(C(=O)NCc2nc(-c3ccccc3)no2)cc1
  PRC2 inh: 5
  IDH1 mut inh: -0.5

molecule: C[C@@H]1CN([C@H](C)CO)C(=O)c2cc(NS(=O)(=O)c3ccccc3)ccc2O[C@@H]1CN(C)C(=O)Nc1ccc2c(c1)OCO2
  PRC2 inh: x
  IDH1 mut inh: -0.3
